GlmU inhibition: inhibition of mycobacterial GlmU enzyme – biochemical, glucosamine-1-phosphate acetyltransferase (AID 1376) | M. tuberculosis GlmU acetyltransferase enzyme assay; higher % means a stronger effect | inhibition, %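 (tested at 30 µM in the primary screen)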, or IC50 in µM where a hit was titrated | 220,000 tested, 0.25% active; in the data active = inhibition above about 13%; inconclusive = no clear call, values can overlap the other calls;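 note: 0% = complete reaction with vehicle and 100% = reaction without substrate; strong numbers were not always called active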
Mtb RmlCD inh: M. tuberculosis RmlC/RmlD inhibition | inhibition, % at 3.6 µM | RmlC+RmlD coupled enzyme assay, percent inhibition; primary screen in compound mixtures | P9WH09+P9WH11 | AID 1533 | 160,000 tested, 0.03% active; in the data active = inhibition mostly above about 34%, no sharp cut-off; inconclusive = no clear call, values can overlap the other calls; inactive = mostly below about 22%; note: some results filed as inactive read as strong as hits
Target sequence (P9WH09 whole entry, looked up): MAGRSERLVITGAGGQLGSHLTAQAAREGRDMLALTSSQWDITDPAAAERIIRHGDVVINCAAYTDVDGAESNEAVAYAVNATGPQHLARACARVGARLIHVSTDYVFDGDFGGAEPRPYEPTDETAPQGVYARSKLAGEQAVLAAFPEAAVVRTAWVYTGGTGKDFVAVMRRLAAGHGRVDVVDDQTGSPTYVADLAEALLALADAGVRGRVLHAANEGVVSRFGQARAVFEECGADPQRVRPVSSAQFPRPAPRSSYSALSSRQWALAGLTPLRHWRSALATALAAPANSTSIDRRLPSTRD
Target sequence (P9WH11 whole entry, looked up): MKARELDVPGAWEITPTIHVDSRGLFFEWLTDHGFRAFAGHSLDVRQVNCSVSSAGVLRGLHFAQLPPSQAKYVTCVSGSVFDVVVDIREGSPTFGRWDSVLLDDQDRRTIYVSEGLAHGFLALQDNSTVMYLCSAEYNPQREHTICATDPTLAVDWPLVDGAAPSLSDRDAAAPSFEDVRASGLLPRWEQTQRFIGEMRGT
* hit, by the source's call; ? = inconclusive; . = no result given.

SMILES	GlmU inhibition	Mtb RmlCD inh
COC1CCCCC1Nc1cc(C)cc(C)c1 (centres undefined)	2.9%	-6
CCOC(=O)CSc1nnc(CNC(=O)c2cc(OC)c(OC)c(OC)c2)n1C	2.0%	.
Cc1cc(C)n(CCNC(=O)CC2C(=O)NCCN2CC2CCCCC2)n1 (centres undefined)	-4.6%	6
CC(C)c1nnc(NC(=O)CSc2nc3ccccc3[nH]2)s1	0.3%	3
Cc1cc(C)c2cc(CN(CCO)C(=O)Nc3ccc(Cl)cc3)c(=O)[nH]c2c1	0.8%	.
Cc1ccc(Cn2ncc3c(N4CCN(C)CC4)ncnc32)cc1	8.5%	.
O=C(CSc1nc2ccccc2n1-c1ccccc1)Nc1ncc(Cl)cc1Cl	1.0%	-10
CCN1C(=O)C(=Cc2cc(C)n(C3CC3)c2C)C(=O)N(CC)C1=S	-2.6%	.
O=C(COc1ccccc1)Nc1ccc(S(=O)(=O)NCc2ccco2)cc1	2.2%	.
O=C(CN1CCOCC1)Nc1c2c(nc3c1CCC3)CCC2	-2.2%	6
O=C(NCC(c1cccnc1)N1CCN(c2ccc(F)cc2)CC1)c1ccc(F)cc1 (centres undefined)	1.5%	-11
COC(=O)c1cc(-c2c(C)oc3cc(O)ccc3c2=O)c(C)o1	0.0%	7
CC1CC(=O)Nc2ccccc2N1S(=O)(=O)c1cccc(F)c1 (centres undefined)	-3.1%	-4
O=C(NCc1ccccc1)c1ncn[nH]1	1.1%	6
C=CCNC(=S)NNC(=O)CCC(O)COCCC(C)C (centres undefined)	2.9%	-9
COC(=O)c1ccccc1OCCOc1ccccc1C(=O)OC	1.0%	4
Cc1cccc(OC(=O)c2sc(Cl)nc2C)c1	4.3%	10
CC(=O)Nc1c(C(=O)N2CCOCC2)cnn1-c1ccc(C)c(C)c1	-0.3%	.
CCOc1cc(C(=O)Nc2cccc3ncccc23)cc(OCC)c1OCC	-1.0%	10
CCOC(=O)CSc1nc2cc(C(=O)NCC3CCCO3)ccc2c(=O)n1Cc1ccco1 (centres undefined)	-1.3%	.
O=C(NCCN1CCOCC1)c1cccn2c(=O)c3c4c(sc3nc12)CCCC4	4.5%	-3
COc1ccc(NC(=O)C2C3C=CC(C3)C2C(=O)NCc2ccco2)c(OC)c1 (centres undefined)	-2.8%	.
Cc1ccc(Oc2ncccc2NC(=O)CC2(CC(=O)O)CCCC2)c2c1CCC2	4.0%	-6
COCc1cc(C)nc(N/N=C/c2ccc(-c3ccc(C(=O)O)c(Cl)c3)o2)c1C#N	10%	.
CCCc1ccc(OCC(=O)NNC(=S)NC(=O)c2ccco2)cc1	3.3%	.
The list goes on.
SMILES	GlmU inhibition	Mtb RmlCD inh
Cc1ccc(NC(=O)N(C2CCCCC2)C(C)c2cccnc2)cc1C (centres undefined)	-0.6%	.
O=C(CCc1nnc(COc2ccccc2)o1)NCc1ccccc1	0.8%	1
CC(=O)N(CC1CCCO1)C1(C(=O)NC2CCCC2)CCCCC1 (centres undefined)	-0.6%	-8
CC(C)(C)OC(=O)N1CCCN(C(=O)Nc2cccc(Cl)c2)CC1	-1.3%	2
CCc1nnc(NS(=O)(=O)c2ccc(N=CC3=C(O)CC(C)(C)CC3=O)cc2)s1	-1.5%	4
Cc1ccc(C(=O)Nc2ccnc(-c3ccncc3)n2)cc1	-1.6%	.
C=C(C)c1nc2cc(OC)c(OC)cc2c(=O)o1	0.8%	.
CN1C(=O)/C(=C/C=C2\SCCN2C)SC1=S	6.0%	.
COC(=O)C1=C(C)NC(C)=C(C(=O)OCCN(C)Cc2ccccc2)C1c1cccc([N+](=O)[O-])c1 (centres undefined)	-1.7%	.
O=c1nc2ccccc2c2n1CC(CN1CCN(c3cccc(Cl)c3)CC1)N2 (centres undefined)	-2.6%	33
CCOC(=O)C1C(=O)NC(c2ccccc2)=NC1c1ccc(OC)cc1 (centres undefined)	-3.8%	1
O=C(CSc1nnc2ccc(-c3ccncc3)nn12)N1CCCCC1	-1.7%	10
Cc1ccc(S(=O)(=O)NCC(=O)N(CC(=O)NCc2ccccc2)CC2CCCO2)cc1 (centres undefined)	-2.5%	-8
O=C(NCc1ccc2c(c1)OCO2)c1cccs1	1.8%	-1
COc1ccc(-c2nnn(CC(=O)N(CCCN3CCOCC3)C(C(=O)NC3CCCC3)c3ccco3)n2)cc1 (centres undefined)	5.3%	4
CCc1ccccc1N(CC)C(=O)c1cn(CC)c(=O)c2cc(OC)c(OC)cc12	3.7%	.
Cc1cc(C)n2cc(CSC3=NCCS3)nc2n1	-2.4%	?
CCC(=O)N1CCN(C(=O)CC)C1c1ccccc1	2.0%	4
Cc1ccc(Nc2nc(N)nc(CN3CCN(c4ccccc4F)CC3)n2)cc1	-3.5%	-1
Cn1c(=O)c2c(ncn2CC(O)CNc2ccc(Br)cc2)n(C)c1=O (centres undefined)	21%	6
O=c1/c(=C/c2ccco2)sc2nc(-c3ccccc3Br)nn12	0.0%	14
CCOC(=O)Cc1c(C)nc2c(-c3cccc(Br)c3)cnn2c1C	-2.6%	.
COc1ccc(-c2c[n+](CC(=O)c3ccccc3)c3n2CCCCC3)cc1	4.8%	8
Cc1ccc(/C=C/C(=O)c2c(C)nc3ccccn23)cc1	0.5%	-4
CCC(C)[C@H](NC(=O)Nc1cccc(OC)c1)C(=O)OC (some centres undefined)	3.5%	-2
Remaining list, next part
SMILES	GlmU inhibition	Mtb RmlCD inh
COC(OC)c1ccc(C#N)c(=O)[nH]1	-7.0%	-6
C/C(O)=C(\N=Nc1cc(C)ccc1O)C(N)=O	-1.7%	-7
O=C(Nc1ccccc1N1CCN(c2ccccc2)CC1)c1cccc(F)c1	-5.5%	6
C/C(CC(=O)Nc1ccc(Cl)cc1)=N\NC(=O)C(=O)NCCO	-5.7%	4
Cc1noc(C)c1C(=O)OCC(=O)Nc1cc(S(=O)(=O)N2CCOCC2)ccc1Cl	0.9%	0
N#Cc1nc(-c2ccccc2)oc1NCCCn1ccnc1	-1.4%	-3
CCOC(=O)c1sc(=NC(=O)COc2ccccc2)n(C)c1C	4.0%	-11
CCOc1ccc(N2C(=O)CC(NNc3nc4ccccc4s3)C2=O)cc1 (centres undefined)	-4.3%	-6
CCOC(=O)C1=C(C)S/C(=C\N(C)C)C1=O	-0.3%	.
CCCCNC(=O)c1ccccc1NC(=O)CCSc1ccccc1	1.7%	-8
O=C(c1ccc2c3c(cccc13)CC2)C1CCCN(Cc2ccccn2)C1 (centres undefined)	-3.7%	7
COc1ccc(C)cc1NC(=O)C1CCCN1C(=O)OCc1ccccc1 (centres undefined)	4.8%	17
Cc1cc(=O)[nH]c(N/N=C/c2c(C)nn(-c3ccc(F)cc3)c2Cl)n1	0.5%	7
Cc1ccc(-c2nc(C(F)(F)F)cc(=O)[nH]2)cc1	0.5%	-6
CCOC(=O)CCCCC(=O)c1[nH]c(=O)[nH]c1CSCCO	4.2%	-45
CCN(CC)C(=O)Cn1nc(C)c2ccccc2c1=O	2.5%	9
C/C(=N\NC(=O)C1CC1c1ccccc1)c1cccs1 (centres undefined)	3.3%	-4
Clc1cccc(C2NCCc3[nH]cnc32)c1 (centres undefined)	-0.1%	24
O=C(NC1CCCCCC1)C1C2C=CC3(CN(Cc4cccnc4)C(=O)C13)O2 (centres undefined)	-7.3%	5
COc1ccc(NC(=O)c2ccccc2SC)cc1OC	4.4%	-3
CCCNS(=O)(=O)c1ccc(CCC(=O)N2CCN(c3ccc(F)cc3)CC2)cc1	3.1%	6
CCOC(=O)N1CCN(C(=O)C2CCN(Cc3ccc(OC)cc3OC)CC2)CC1	-0.2%	-6
CC(C)(NO)/C(=N/O)c1ccc(Br)cc1	7.4%	.
O=C(NCCCN1CCOCC1)c1cc2ccccc2oc1=O	-0.9%	.
COc1cc2c(cc1OC)C(c1ccccc1)N(C(=O)c1ccco1)CC2 (centres undefined)	0.9%	-5
Going on with the list:
SMILES	GlmU inhibition	Mtb RmlCD inh
Clc1ccc2nc(C3CCN(Cc4nnnn4C4CCCCC4)CC3)[nH]c2c1	-2.0%	.
Cc1cc(=O)oc2cc(OCC3CC(c4ccccc4Cl)=NO3)ccc12 (centres undefined)	4.4%	-2
COc1cccc(C(=O)C2CCCN(C(=O)CCc3scnc3C)C2)c1 (centres undefined)	-0.2%	.
COc1ccc(C(CC(=O)N2CCCC2)c2c(OC)cc(OC)c3ccc(=O)oc23)cc1 (centres undefined)	1.1%	-8
COc1cc(N=Nc2ccccc2C(=O)O)ccc1O	7.7%	.
CCN(CC)c1ccc(/C=N/Nc2nn[nH]n2)cc1	-2.0%	-10
O=C(Nc1ccc(Cl)c(Cl)c1)OCc1cncs1	-0.1%	-6
CCn1c(COc2cccc(C)c2C)nnc1SCC(=O)Nc1cc(C)on1	-5.0%	8
O=C(N/N=C/c1ccc([N+](=O)[O-])s1)C(O)c1ccccc1 (centres undefined)	1.5%	-11
C#Cc1ccc([C@@H]2C=C(C(=O)N3CCOCC3)O[C@H](OCCCCO)C2)cc1	4.2%	.
CSc1ccccc1C(=O)NCc1ccc(F)cc1	-1.2%	12
CCc1cc(C(c2ccccc2OC)N2CCOCC2)c(NC(=O)c2ccccc2)s1 (centres undefined)	2.2%	.
CN1C(=O)C(O)(CC(=O)c2ccc3c(c2)OCO3)c2ccccc21 (centres undefined)	3.2%	8
Cc1cc(C)cc(NC(=O)Nc2ccc3ccccc3n2)c1	4.1%	3
CCCCOc1ccccc1C1NC(=O)NC(C)=C1C(=O)OCc1ccco1 (centres undefined)	-5.9%	16
COc1cc(OC)c(NC(C)C(=O)N2CCCC2)cc1Cl (centres undefined)	-0.9%	3
COCCCNC(=O)c1nc2c(nnn2Cc2cc(C)ccc2C)c(=O)[nH]1	12%	.
CCOC(=O)N1CCC2(CC1)NCCc1c2[nH]c2ccccc12	-4.7%	37
CC(Nc1nc(N2CCCCC2)nc2ccccc12)c1ccccc1 (centres undefined)	-5.9%	-5
CC1=C(C#N)C(c2ccccc2)C2=C(N1)c1ccccc1C2=O (centres undefined)	3.0%	.
O=C(CCN1C(=O)C2CC=CCC2C1=O)N1CCN(c2ccccn2)CC1 (centres undefined)	-2.6%	-7
COc1cccc(OCc2nnc(SCC(=O)N3c4ccccc4Sc4ccc(Cl)cc43)o2)c1	-1.6%	3
CC(C)C(C(=O)Nc1ccc(S(N)(=O)=O)cc1)N1C(=O)c2ccccc2C1=O (centres undefined)	-3.7%	11
Cc1ccc(C(=O)Nc2nnc(COc3ccccc3)s2)cc1	1.0%	-2
Cc1cccc(C(=O)NC(=S)NNC(=O)Cc2ccccc2)c1	-1.9%	-11

By substructure: the entries above containing two or more sulfur atoms.
SMILES	GlmU inhibition	Mtb RmlCD inh
CC(C)c1nnc(NC(=O)CSc2nc3ccccc3[nH]2)s1	0.3%	3
CCc1nnc(NS(=O)(=O)c2ccc(N=CC3=C(O)CC(C)(C)CC3=O)cc2)s1	-1.5%	4
CN1C(=O)/C(=C/C=C2\SCCN2C)SC1=S	6.0%	.
Cc1cc(C)n2cc(CSC3=NCCS3)nc2n1	-2.4%	?
COc1cccc(OCc2nnc(SCC(=O)N3c4ccccc4Sc4ccc(Cl)cc43)o2)c1	-1.6%	3

Compounds from the list above that contain a COOH group, in the order listed:
SMILES	GlmU inhibition	Mtb RmlCD inh
Cc1ccc(Oc2ncccc2NC(=O)CC2(CC(=O)O)CCCC2)c2c1CCC2	4.0%	-6
COCc1cc(C)nc(N/N=C/c2ccc(-c3ccc(C(=O)O)c(Cl)c3)o2)c1C#N	10%	.
COc1cc(N=Nc2ccccc2C(=O)O)ccc1O	7.7%	.

Carrying on:
SMILES	GlmU inhibition	Mtb RmlCD inh
CC1CCCC(NC(=O)COC(=O)/C=C/c2ccc3c(c2)OCO3)C1C (centres undefined)	-3.1%	.
CC1=CC(C)(C)Nc2ccc(OC(=O)C(Cc3ccccc3)N3C(=O)c4ccccc4C3=O)cc21 (centres undefined)	-0.5%	.
O=C(NCc1ccco1)/C(=C/c1cccc(C(F)(F)F)c1)c1nc2ccccc2[nH]1	2.6%	-10
O=C(Oc1c(CN2CCOCC2)cc(Cl)c2cccnc12)c1ccccc1Br	-2.2%	4
O=C(CSc1nc2[nH]ncc2c(=O)[nH]1)NCCc1ccccc1	-0.3%	-8
N#Cc1cccc(N=Cc2c(O)ccc3ccccc23)c1	0.1%	4
CCOC(=O)c1cc2c(=O)n3ccccc3nc2n(Cc2ccco2)c1=NC(=O)c1ccc(OC)cc1OC	-2.7%	-4
CN(C(=O)CSc1nnc(-c2ccc(Cl)cc2)n1CC1CCCO1)C1CCS(=O)(=O)C1 (centres undefined)	-1.5%	20
CCOC(=O)c1cccc(NC(=O)CNS(=O)(=O)c2cccs2)c1	-0.4%	.
CC1(C)C(=O)Nc2ccccc2N1C(=O)CN1C(=O)NC(CCc2ccccc2)C1=O (centres undefined)	-2.9%	-11
FC(F)(F)c1ccc(/C=N/N2CCN(Cc3ccccc3)CC2)cc1	-0.5%	12
O=C1CC(NCC2CCCO2)C(=O)N1c1ccc(F)cc1 (centres undefined)	1.5%	-4
CC(CCCCC(=O)Nc1ccc(C(F)(F)F)cc1)NCCc1cnc[nH]1 (centres undefined)	1.2%	4
O=S(=O)(c1ccccc1)c1nc(NC2CC2)sc1Cl	7.3%	25
CCN(CC)c1ccc(C2C(C(=O)OC)=C(C)NC(C)=C2C(=O)OC)cc1	2.4%	-7
CCOC(=O)/C=C1\Nc2ccccc2OC1=O	-0.6%	11
CCOc1ccc(S(=O)(=O)N2Cc3ccccc3CC2C(=O)O)cc1 (centres undefined)	1.2%	.
O=C(NCc1ccc(F)cc1)c1ccc(Br)o1	1.4%	1
CCN(CC)C(=O)Cn1cc(C(=O)C2CC2)c2ccccc21	-2.9%	8
COc1cccc2c1C(=O)C=C(C)C2=O	1.8%	-10

One compound at a time (already shown).
Listed for FC(F)(F)c1ccc(/C=N/N2CCN(Cc3ccccc3)CC2)cc1 : GlmU inhibition = -0.5%; Mtb RmlCD inh = 12
Listed for CCOc1ccc(S(=O)(=O)N2Cc3ccccc3CC2C(=O)O)cc1 (centres undefined) : GlmU inhibition = 1.2%; Mtb RmlCD inh = .

From PubChem

Some of the compounds tested; rates above refer to the full screens.
